Assay outcomes deposited in PubChem BioAssay by Southern Research Specialized Biocontainment Screening Center.
MgcRacGAP inhibition: MgcRacGAP GTPase-activating activity inhibitors, confirmation, biochemical, ADP Hunter fluorescence; MgcRacGAP-stimulated Rac1 GTP hydrolysis, ADP Hunter fluorescence; higher % means a stronger effect; GST-tagged Rac1 F28L mutant substrate; inhibition, % at 30 µM, or IC50 in µM where a hit was titrated; 340,000 tested, 0.6% active;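 active = first-screen hits whose inhibition reached a set limit at any dose in the follow-up dose series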;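 also: fluorescence reports GDP produced by GAP-driven GTP hydrolysis; strong numbers were not always called active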
SV40 large T antigen: TAg ATPase/helicase activity blockers – biochemical (AID 1903); inhibition, % at 20 µM, or IC50 in µM where a hit was titrated; SV40 large T antigen ATPase/helicase inhibition assay; higher % means a stronger effect; 310,000 tested, 0.39% active; in the data active = a potency from the dose series; also: strong numbers were not always called active
The depositor's hits bear a star. Only part of the results is shown. The share of hits here may be higher or lower than overall.

MgcRacGAP inhibition | SV40 large T antigen | Molecule
2% | 12% | Cc1ccc(NC(=O)CSCC(=O)OC(C)C(=O)Nc2ccc(S(N)(=O)=O)cc2)c(C)c1 (centres undefined)
3% | 19% | O=C(CNC(=O)c1cn2ccccc2n1)Nc1ccc(F)c(F)c1
6% | 15% | Cc1ccc(C(=O)Oc2ccc(-c3nnco3)cc2)o1
6% | 1% | COc1c(C)c2c(c(O)c1C/C=C(\C)CCC(=O)O)C(=O)OC2
5% | 9% | CCOC(=O)[C@@H]1[C@H]2COc3cc(OC)ccc3[C@@H]2N2C(=O)N(c3ccc(Br)cc3)C(=O)[C@]12C
2% | 7% | O=C(CN1C(=O)NC2(CCCC2)C1=O)OCCOc1cccc(Cl)c1
-5% | 25% | COC(=O)c1ccsc1NC(=O)CCS(=O)(=O)c1ccc(Cl)cc1
13% | 2% | CCOC(=O)CN1C(=O)N[C@@H](c2cccs2)C(C(=O)OC)=C1C
4% | 2% | COc1ccccc1C(CNC(=O)COc1ccccc1C)N1CCCC1 (centres undefined)
1% | 2% | COc1ccccc1C(=O)NC(CCSC)C(=O)NCC(c1cccs1)N1CCOCC1 (centres undefined)
1% | 5% | N#Cc1ccccc1OCC(=O)N(C1CCCCC1)C1CCS(=O)(=O)C1 (centres undefined)
1% | 9% | Cc1c(NC(=O)CN2C(=O)NC(C)(c3ccc(OC(F)F)cc3)C2=O)c(=O)n(-c2ccccc2)n1C (centres undefined)
8% | 10% | CCOC(=O)[C@@H]1[C@H]2COc3ccccc3[C@@H]2N2C(=O)N(c3ccc(OC)cc3)C(=O)[C@]12C
3% | 9% | O=C(COC(=O)C1=Cc2ccccc2OC1)NCc1ccccc1
-5% | 13% | COc1ccc(-c2csc(NC(C)c3nc4cc(Cl)c(Cl)cc4n3CCCO)n2)cc1 (centres undefined)
14% | 11% | O=C1[C@H]2CCCC[C@H]2C(=O)N1CCCCN1CCN(c2nsc3ccccc23)CC1
0% | -5% | COCCCn1c(SC(C)C(=O)NC2CC2)nc2ccccc2c1=O (centres undefined)
9% | 25% | CCOc1ccc(-n2ccnc(SCC(=O)NCc3cccc(OC)c3)c2=O)cc1
1% | 13% | CN(C)CCn1c2c(c(SCC(=O)Nc3cccc4ccccc34)nc1=O)CCCC2
6% | 8% | CCCCCc1nnc(NC(=O)c2ccc(N3CCCC3=O)cc2)s1
-4% | 5% | CC1CCCC(NC(=O)/C=C/c2c(F)cccc2Cl)C1C (centres undefined)
6% | 4% | COc1ccc(C(=O)NCCNc2nc3c(C)cccc3cc2C#N)cc1
8% | 10% | [O-][n+]1ccccc1SCc1ccccc1
4% | 13% | CN(CC(=O)Nc1ccc(Cl)c(C(F)(F)F)c1)C(=O)Cc1c[nH]c2ccccc12
9% | 20% | O=[N+]([O-])c1cc(-c2csc(NCCc3nc4cc(C(F)(F)F)ccc4n3CCCO)n2)ccc1Cl
4% | 8% | CC(=O)N/C(=C\c1ccccc1)C(=O)OC(C)C(=O)N(C)c1ccccc1 (centres undefined)
11% | 14% | O=C1COc2ccc(C(=O)CSc3nnc(Cc4ccccc4)o3)cc2N1
6% | 5% | COc1ccc(CCC(=O)OCC(=O)N(CC(C)C)c2c(N)n(Cc3ccccc3)c(=O)[nH]c2=O)cc1
6% | 7% | Cc1ccc(S(=O)(=O)N2CCN(C(=O)COC(=O)C3CCC3)CC2)cc1
6% | 8% | CC(C)CN(C(=O)COC(=O)/C=C/c1cccs1)c1c(N)n(Cc2ccccc2)c(=O)[nH]c1=O
5% | 8% | O=C(COC(=O)Cc1n[nH]c(=O)c2ccccc12)Nc1c(Cl)cccc1C(F)(F)F
9% | -3% | O=C(NCCc1ccccc1)c1nccc2ccccc12
0% | 7% | CCN(c1ccccc1)S(=O)(=O)c1cc2c3c(c1)CCN3C(=O)CC2
7% | 17% | O=C(NCc1ccc2c(c1)OCO2)c1cc(-c2ccccc2)nn1CC1CC(c2cccnc2)=NO1 (centres undefined)
-1% | 3% | Cc1cc(S(=O)(=O)Nc2ccc(C(=O)NCc3cccnc3)cc2)ccc1F
6% | 14% | O=C(Nc1ccccc1N1CCCC1)c1cc(S(=O)(=O)N2CCOCC2)ccc1Cl
3% | 5% | O=C1OC[C@H](Cc2ccc3c(c2)OCO3)/C1=C\c1ccc2c(c1)OCO2
1% | 14% | O=C(CCNS(=O)(=O)c1ccccc1)NNC(=O)c1csc(N2CCOCC2)n1
4% | 20% | COc1cccc(C(=O)NCCS(=O)(=O)NCc2ccco2)c1
1% | 7% | CCC(C)N(C(=O)COc1ccc(-c2nnco2)cc1)C1CCS(=O)(=O)C1 (centres undefined)
3% | 15% | CCCCCN(C(=O)CCC(=O)OCC(=O)N(C)c1ccccc1)c1c(N)n(CCCC)c(=O)[nH]c1=O
6% | 9% | COc1ccccc1NS(=O)(=O)c1cc(NC(=O)C(C)(C)C)ccc1N1CCOCC1
-4% | 6% | Cn1c(-c2ccccc2)cc2onc(-c3ccccc3)c2c1=O
-13% | 3% | COc1ccc(CCNC(=O)c2ccnc(C(C)(C)C)c2)cc1OC
4% | 8% | CC(=O)N1CCN(C(=O)COc2ccc3oc4c(c3c2)CCCC4)CC1
-4% | 8% | CCCCN(C(=O)C1CCCO1)c1c(N)n(CC(C)C)c(=O)[nH]c1=O (centres undefined)
9% | 26% | COc1cc(OC)c(OC)cc1/C=N/NC(=O)c1ccc(CSc2nc(C)cc(C)n2)cc1
7% | 12% | O=C(NCCNC(=O)c1ccc(F)cc1)c1ccc(F)cc1
2% | -3% | CCN(Cc1ccccc1)S(=O)(=O)CCNC(=O)c1ccc(OC)cc1
6% | 23% | CC(=O)Nc1ccc(S(=O)(=O)NCc2nnnn2-c2ccc(Cl)cc2)cc1

Ordered by the number under SV40 large T antigen (largest number first): 7 of the compounds above
| structure | MgcRacGAP inhibition | SV40 large T antigen |
| --- | --- | --- |
| COc1cc(OC)c(OC)cc1/C=N/NC(=O)c1ccc(CSc2nc(C)cc(C)n2)cc1 | 9% | 26% |
| O=C(CNC(=O)c1cn2ccccc2n1)Nc1ccc(F)c(F)c1 | 3% | 19% |
| CCCCCN(C(=O)CCC(=O)OCC(=O)N(C)c1ccccc1)c1c(N)n(CCCC)c(=O)[nH]c1=O | 3% | 15% |
| CC(=O)N1CCN(C(=O)COc2ccc3oc4c(c3c2)CCCC4)CC1 | 4% | 8% |
| N#Cc1ccccc1OCC(=O)N(C1CCCCC1)C1CCS(=O)(=O)C1 (centres undefined) | 1% | 5% |
| COc1ccc(C(=O)NCCNc2nc3c(C)cccc3cc2C#N)cc1 | 6% | 4% |
| COc1ccccc1C(=O)NC(CCSC)C(=O)NCC(c1cccs1)N1CCOCC1 (centres undefined) | 1% | 2% |

Continuation:
MgcRacGAP inhibition | SV40 large T antigen | Molecule
3% | 9% | Cc1ccc(S(=O)(=O)NC(CC(C)C)C(=O)Nc2ccncc2)cc1 (centres undefined)
8% | 13% | Cc1sc(NC(=O)C2=COCCO2)nc1-c1ccc(Cl)cc1
7% | 7% | Cc1ccc(S(=O)(=O)N2CCOCC2)cc1NC(=O)C(c1ccc(Cl)cc1)C(C)C (centres undefined)
11% | 14% | COc1ccc([C@@H]2[C@@H]3C(=O)N(C(C)(C)C)C(=O)[C@@H]3[C@]3(Cc4ccccc4)C(=O)N(c4cccc(Br)c4)C(=O)N23)cc1
6% | 8% | CCCCn1c(N)c(N(CC(C)C)C(=O)CSc2nnc(-c3ccc(Cl)cc3)o2)c(=O)[nH]c1=O
9% | 17% | Cc1cccc2nc3ccccc3cc12
3% | 7% | O=C(COc1coc(CN2CCc3ccccc3C2)cc1=O)Nc1ccc(Cl)cc1
2% | 5% | COc1cc(OC)cc(-c2nnc(NC(=O)CCS(=O)(=O)c3ccc(F)cc3)o2)c1
5% | 7% | COc1cc(NC(=O)CSc2nc(=O)n(CCN3CCOCC3)c3c2CCC3)cc(OC)c1
1% | 24% | CCN(CC(=O)Nc1c(F)cccc1F)C(=O)Cc1n[nH]c(=O)c2ccccc12
10% | 4% | CCC(=O)N1CCN(c2cc3c(cc2F)c(=O)c(C(=O)O)cn3CC)CC1
13% | 8% | Cc1cc(C)n(CCCNC(=O)CN(C)S(=O)(=O)c2ccc(Cl)cc2)n1
8% | 7% | Cc1ccc(SCC(=O)OCC(=O)N(C)CC(=O)Nc2ccc(F)cc2)cc1C
6% | 3% | Oc1ccc(C[C@H]2CNCCN2CCc2cc(C(F)(F)F)cc(C(F)(F)F)c2)cc1
9% | 4% | CCn1c(COC(=O)CNC(=O)c2ccccc2F)nc2cc(S(=O)(=O)N(C)C)ccc21
6% | 15% | COC(=O)[C@@]1(Cc2ccc(OC)cc2)[C@H]2c3cc(C(=O)N(C)C)n(Cc4c(CO)[nH]cc(C)c4=O)c3C[C@H]2CN1C(=O)c1ccccc1
4% | 20% | O=C(c1ccc(N2CCCCC2)c([N+](=O)[O-])c1)N1CCN(S(=O)(=O)c2ccccc2)CC1
5% | 8% | CC(O)[C@H]1CN=C(N)N1CC(C)(C)C (some centres undefined)
0% | 8% | Cc1ccccc1C(=O)NCC(=O)OC(C)C(=O)Nc1cccc(S(=O)(=O)N2CCOCC2)c1 (centres undefined)
4% | 12% | COCCN(C(=O)COC(=O)CCOc1cccc(C)c1)c1c(N)n(Cc2ccccc2)c(=O)[nH]c1=O
4% | 8% | COc1cc(N)c(Cl)cc1C(=O)OCC(=O)Nc1cccnc1Cl
5% | 8% | CCCN(CC(=O)Nc1ccccc1OC)C(=O)CCCN1C(=O)c2ccccc2C1=O
4% | 13% | Cc1ccc(S(=O)(=O)N2CCCC2CNC(=O)c2ccccc2)cc1 (centres undefined)
3% | 6% | Cn1c(Cc2cccs2)nnc1SCC(=O)Nc1ccc(C(N)=O)cc1
1% | 11% | O=C(CCc1nc2ccccc2c(=O)[nH]1)Nc1nnc(SCc2ccccc2)s1

Of the compounds above, these have a nitro group on carbon.
MgcRacGAP inhibition | SV40 large T antigen | Molecule
9% | 20% | O=[N+]([O-])c1cc(-c2csc(NCCc3nc4cc(C(F)(F)F)ccc4n3CCCO)n2)ccc1Cl
4% | 20% | O=C(c1ccc(N2CCCCC2)c([N+](=O)[O-])c1)N1CCN(S(=O)(=O)c2ccccc2)CC1

The results go on:
MgcRacGAP inhibition | SV40 large T antigen | Molecule
8% | 10% | C#CCNC(=O)C1=C[C@@H](C)[C@H](CCCO)[C@@H](OCC)O1
0% | 7% | Cc1csc(=O)n1CC(=O)OCC(=O)c1c(N)n(CC(C)C)c(=O)n(C)c1=O
3% | 13% | COc1cccc(-c2nc(-c3ccc(C(=O)O)cc3)no2)c1
1% | -2% | Cc1cc2c(=O)n(C)c(SCC(=O)Nc3ccccc3C)nc2s1
6% | 11% | COc1ccc(S(=O)(=O)N2CCCC2CNC(=O)C(=O)Nc2ccc(F)cc2)cc1 (centres undefined)
2% | 10% | CC(C)C[C@H](NC(=O)c1nc[nH]c1C(=O)NC1CCNCC1)C(=O)OCc1ccccc1
-6% | 21% | CC12CCC(=O)N1C(C(=O)Nc1cccc(S(=O)(=O)N3CCCCCC3)c1)CS2 (centres undefined)
1% | 12% | Cc1cc(F)ccc1S(=O)(=O)N1CCC2(CC1)OCCN2S(=O)(=O)c1cccs1
4% | -2% | COC(=O)CCCC(=O)N(C)CC1CCCN(CCc2ccccc2C)C1 (centres undefined)
11% | 32% | CC(=O)Oc1ccc(/C=C(\NC(=O)c2cccc(Br)c2)C(=O)Nc2ccc(C(=O)O)cc2)cc1
-2% | 18% | CCCNC(=O)C1CC(c2ccccc2[N+](=O)[O-])=NO1 (centres undefined)
12% | 8% | Cc1ccsc1C(=O)NNC(=O)COc1ccccc1Cl
2% | -2% | COc1ccc(C(=O)NCCS(=O)(=O)NCc2ccc(F)cc2)cc1
6% | 19% | O=C([C@@H]1CC=C[C@@H]2CCN(C3CC3)C(=O)[C@@H]21)N1CCN(c2ccccc2)CC1
18% | 21% | NC(=O)N/N=C/c1sc(N2CCCCC2)nc1-c1cccs1
-1% | 23% | CN(C)S(=O)(=O)c1cccc(NC(=O)CCc2nc3cc(S(=O)(=O)N4CCOCC4)ccc3n2C)c1
4% | 2% | C#CCNC(=O)C1=C[C@@H](c2ccc(C(F)(F)F)cc2)C[C@@H](OCc2ccc(CO)cc2)O1
13% | 19% | c1ccc(-c2cnnc3ccccc23)cc1
5% | 13% | Cc1cc(C)c(S(=O)(=O)N2CCCCC2CCNC(=O)C(=O)NCC2CCCO2)c(C)c1 (centres undefined)
11% | 16% | CCOC(=O)CN1C(=O)N[C@@H](c2cccc(C(F)(F)F)c2)[C@H](C(C)=O)[C@H]1C
12% | 10% | CCOc1ccccc1Nc1cc(C)nc2ccc(C)cc12
-2% | 8% | CCCN(C(=O)c1cn(-c2ccccc2)nc1-c1ccc(OC)cc1)C1CCS(=O)(=O)C1 (centres undefined)
3% | 11% | Cn1nc(-c2ccccc2)nc1-c1ccccc1
3% | 16% | CC(=O)Nc1ccc(S(=O)(=O)Nc2cccc(-n3c(C)nc4ccccc4c3=O)c2)cc1
6% | 15% | O=C(COC(=O)Cc1ccccc1F)NNC(=O)c1ccc(Cl)cc1
-1% | 10% | Cn1c(SCc2ccccc2F)nc2ccccc2c1=O
11% | 5% | O=C(/C=C/c1ccc2c(c1)OCO2)NCCS(=O)(=O)N1CCN(c2ccc(F)cc2)CC1
3% | 21% | O=S(=O)(Nc1cccc(-c2ccc3nncn3n2)c1)c1cc(F)ccc1F
7% | 17% | O=C(Nc1ccccn1)c1ccc(C(=O)c2ccccc2)cc1
11% | 8% | O=C(CCl)Nc1sccc1C(=O)c1ccccc1
